D3 ag = agonists of human D3 dopamine receptor | D3R DiscoveRx beta-arrestin cells, luminescence, 90 min | max activation, % | actives 0.58% (n = 410,000) | AID 652048; in the data active means max activation above about 30%; further: 0% is about no effect; mostly tested at two doses, the higher about 12 µM
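Agonist-mode cell screen: cells plated at 1500/well and incubated overnight at 37 °C, then exposed to library compounds for 90 min at 37 °C. Detection reagent was added for 30–60 min at room temperature, and luminescence was read.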
DRD3 antagonist = D3 dopamine receptor (human) antagonism | P35462 | D3R cells, DiscoveRx beta-arrestin luminescence, antagonist mode; active compounds read low | max response, negative = inhibition, % | actives 2.5% (n = 360,000); in the data active means max response below about -50%; inconclusive means no clear call, values can overlap the other calls; further: on the % scale 0 is the no-effect control and ±100 the full control effect; mostly tested at two doses, the higher about 12 µM
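Cells expressing the human receptor were seeded at 1500 cells/well, incubated overnight at 37 degrees C in 5% CO2, then exposed to library compounds with dopamine controls for 90 minutes at 37 degrees C before luminescent detection.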
GLP-1R agonist = GLP-1 receptor (human) agonism; P43220; Potency, µM (top dose mostly 45.6 µM), inactives show top-dose activation, actives largely listed as activators; actives 0.007% (n = 380,000); HEK293 GLP-1R CRE-luciferase, luminescence, 4-6 h; cells express a hypersensitive GLP-1R form; further: potency means the concentration at half of the fitted maximal effect; % of control where 0% means no effect
Target sequence (P43220 whole entry, looked up): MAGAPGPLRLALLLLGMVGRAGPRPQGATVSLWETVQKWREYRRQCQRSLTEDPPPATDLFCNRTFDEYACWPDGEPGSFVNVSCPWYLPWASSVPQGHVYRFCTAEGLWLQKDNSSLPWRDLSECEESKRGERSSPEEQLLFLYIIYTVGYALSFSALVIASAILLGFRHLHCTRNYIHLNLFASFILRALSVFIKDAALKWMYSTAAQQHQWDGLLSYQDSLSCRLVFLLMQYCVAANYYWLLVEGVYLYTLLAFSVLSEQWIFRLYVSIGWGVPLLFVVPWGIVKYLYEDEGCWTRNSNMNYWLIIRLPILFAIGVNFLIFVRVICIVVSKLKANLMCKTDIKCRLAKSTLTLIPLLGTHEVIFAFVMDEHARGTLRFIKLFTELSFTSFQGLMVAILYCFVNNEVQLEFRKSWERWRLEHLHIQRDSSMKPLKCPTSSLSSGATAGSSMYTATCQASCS
KB-V1 MDR tox = KB-V1 MDR subline cytotoxicity; Potency, µM (top dose mostly 46.1 µM), for inactives: top-dose activity change, negative = cytotoxicity, usual class: cytotoxic; KB-V1 MDR cells viability, CellTiter-Glo, 72 h; actives 3.4% (n = 400,000); further: potency means the concentration at half of the fitted maximal effect; on the % scale 0 is the no-effect control and ±100 the full control effect; nearly all actives have a fitted effect of over 60% in size
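KB-V1 MDR subline cells in DMEM (phenol-red free, 10% FBS) exposed to compounds in qHTS concentration series for 72 h at 37 degrees C. Viability read by CellTiter-Glo luminescence; concentration-effect curves fitted after normalization and correction.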
GLP1R inv ag = GLP-1 receptor (human) inverse agonism. P43220. Potency, µM (series often up to 38.3 µM), without a hit: top-dose activity change, negative = inhibition, usual class: inhibitors. HEK293 GLP-1R CRE-luciferase, luminescence, 24 h; GLP-1R form is constitutively active. actives 1.6% (n = 410,000). AID 624417; further: potency means the concentration at half of the fitted maximal effect; on the % scale 0 is the no-effect control and ±100 the full control effect; nearly all actives have a fitted effect of over 55% in size
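Stable HEK293 clone (constitutively active GLP-1R + cAMP-response luciferase); 200 cells/uL plated, 12 h pre-culture, compound 24 hr, 37 deg C/5% CO2; detection reagent 12 min RT; luminescence.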
HEK293 tox = cytotoxicity counter-screen for GLP-1 receptor inverse agonists; Potency, µM (top dose mostly 38.3 µM), inactives show at the top dose activity change, negative = inhibition, actives largely listed as inhibitors; actives 0.13% (n = 410,000); HEK293 cAMP-luciferase reporter cells, luminescence, 24 h;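 further: loss of luciferase light is scored as toxicity; potency means the concentration at half of the fitted maximal effect; on the % scale 0 is the no-effect control and ±100 the full control effect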
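Luminescence readout: signal drop marks cytotoxicity. Plated cells grew 12 h at 37 °C, 5% CO2, received 23 nL compound for 24 h, then got luciferase reagent, read after 12 min at RT.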
aSyn rescue = inhibitors of alpha-synuclein toxicity in yeast. Potency, µM (doses to about 46.1 µM), inactives show top-dose growth rescue (activation), hits mostly activators. AID 652106. Yeast expressing alpha-synuclein, growth rescue, BacTiter-Glo, 24 h. actives 0.14% (n = 370,000); further: potency means the concentration at half of the fitted maximal effect; % of control where 0% means no effect; nearly all actives have a fitted effect of over 65% in size
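Galactose-induced alpha-syn yeast (OD600=0.02, raffinose-pregrown) + pinned cpd, 24 hr, 30 deg C; growth by BacTiter-Glo luminescence. Growth restoration scores as activation.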
TDP43 rescue = inhibitors of TDP-43 toxicity in yeast | TDP-43 expressing yeast growth rescue, BacTiter-Glo, 24 h | Potency, µM (doses to about 46.1 µM), inactives show at the top dose growth rescue (activation), hits mostly activators | actives 1.8% (n = 410,000); further: potency means the concentration at half of the fitted maximal effect; % of control where 0% means no effect; nearly all actives have a fitted effect of over 50% in size
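Yeast expressing TDP-43 (pregrown in raffinose, seeded at OD600=0.02 in galactose medium) exposed to compounds 24 hr at 30 deg C. Growth read by BacTiter-Glo luminescence; rescue of toxicity appears as increased signal.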
PTHR1 ag = agonists of human PTHR1 parathyroid hormone receptor | AID 743266 | Potency, µM (titrated, usually from 115 µM), without a hit: top-dose activation, usual class: activators | actives 0.075% (n = 410,000) | HEK293 GP2 PTHR1 cells, GloSensor cAMP luminescence, 1 h; further: potency means the concentration at half of the fitted maximal effect; nearly all actives have a fitted effect of over 55% in size; some results filed as inactive show a strong effect at the top dose; inactives centre near -15; many of its hits are not listed in these tables
Target sequence (Q03431 whole entry, looked up): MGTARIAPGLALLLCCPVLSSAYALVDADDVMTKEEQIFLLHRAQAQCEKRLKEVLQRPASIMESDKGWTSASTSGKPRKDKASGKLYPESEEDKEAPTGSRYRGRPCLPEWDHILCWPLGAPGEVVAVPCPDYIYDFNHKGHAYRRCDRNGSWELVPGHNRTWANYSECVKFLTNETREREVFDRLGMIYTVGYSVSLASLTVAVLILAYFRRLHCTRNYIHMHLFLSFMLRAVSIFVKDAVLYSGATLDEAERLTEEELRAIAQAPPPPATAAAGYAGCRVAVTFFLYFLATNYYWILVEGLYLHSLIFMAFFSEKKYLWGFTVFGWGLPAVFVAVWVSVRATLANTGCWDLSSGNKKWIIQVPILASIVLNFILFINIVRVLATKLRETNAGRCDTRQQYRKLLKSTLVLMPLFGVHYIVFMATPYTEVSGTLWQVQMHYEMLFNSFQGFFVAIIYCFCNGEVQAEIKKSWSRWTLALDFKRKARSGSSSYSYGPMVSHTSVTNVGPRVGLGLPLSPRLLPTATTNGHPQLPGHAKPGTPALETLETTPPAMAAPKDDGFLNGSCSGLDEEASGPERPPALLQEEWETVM
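HEK-293-derived GP2 cells expressing PTHR1 and a GloSensor cAMP reporter, 3,000/well, plated overnight, given luciferin plus IBMX (each 0.5 mM as added) for 1 h at 37 °C, then compound for 1 h at 37 °C. Luminescence was read after 15 min at room temperature.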
Active calls of the source: *; i = inactive; ? = inconclusive; . = not tested or not shown; & = joins results of further samples; [ ] = remark or other dose. Unless noted, the call rests on the fitted dose curve; in most records, active means well fitted curve in the direction sought with a large enough effect; inconclusive means small, poorly fitted or top-dose-only effect, or another doubt; inactive means no such curve, though single readings can be large; an effect the other way counts as inactive or inconclusive. An excerpt; count on the stated rates, not on these rows.

SMILES,HEK293 tox,DRD3 antagonist,GLP-1R agonist,KB-V1 MDR tox,TDP43 rescue,D3 ag,PTHR1 ag,aSyn rescue,GLP1R inv ag
Cc1ccc(CN(Cc2ccco2)C(=O)COc2ccccc2C)cc1,6%,.,.,-17%,-3%,36*,-28%,.,?
CC(C)CC1c2[nH]c3ccccc3c2CCN1C(=O)C1CCOCC1 (stereo not given),13%,14,-5%,-23%,9%,-2,i,4%,?
CC(=O)Oc1ccc2nc(-c3ccc(Br)o3)oc(=O)c2c1,-12%,0,14%,-16%,26%,-10,i,-9%,3%
Brc1c(NC2=NCCN2)ccc2nccnc12,.,.,-6%,4%,.,9,.,-16%&0%,.
CCOc1ccccc1OCCC(=O)OCC(=O)c1ccc[nH]1,4%,2,-4%,12%,19%,1,-3%,3%,17%
CCOc1ccc(/C=C/C2=Cc3c(sc(NC(=O)CSc4n[nH]c(N)n4)c3C#N)C(C)(C)C2)cc1,-18%,-20,1%,?,-11%,-9,-12%,0%,?
Cc1cc(C)c(S(=O)(=O)NCC(c2ccco2)N2CCN(c3ccccc3)CC2)c(C)c1 (stereo not given),-6%,.,.,.,-31%[inhibitor],-18,-21%,.,-10%
CCOc1ccc2nc(N(CCN(CC)CC)C(=O)c3cccc([N+](=O)[O-])c3)sc2c1,4%,-13,1%,6%,-13%,-11,-2%,9%,?
Cc1ccc(S(=O)(=O)NN2C(=O)c3ccccc3NC2c2ccccc2O)cc1 (stereo not given),-2%,-15,8%,8%,5%,15,-1%,-2%,-11%
NNc1ncnc2c1cnn2-c1ccccc1,?,9,13%,?,0%,-1,-7%[57.5 µM],-3%,10µM*
CCSc1nnc(NC(=O)c2nn(C(C)C)c(=O)c3ccccc23)s1,-11%,17,16%,-29%,?,-2,-30%[inhibitor],-14%,25%
CC(=O)Nc1ccc(-c2ccnc3c2CC(C)(C(=O)NCc2ccc(N(C)C)cc2)O3)cc1 (stereo not given),-25%,?,1%,?,5%,-3,?,-5%,?
Cc1cc(N2C(=O)c3ccc(C(=O)Nc4ccc(O)cc4C(=O)O)cc3C2=O)no1,-2%,-4,-4%,46%,-3%,-6,-20%,0%,10%
CCOC(=O)c1sc2cc([N+](=O)[O-])cc(SCC(=O)OC)c2c1N,-10%,11,-5%,?,6%,4,-3%[57.5 µM],-8%,5%
CC1CCCN(C(=O)C2CCN(S(=O)(=O)c3cccc4cccnc34)CC2)C1 (stereo not given),3%,1,16%,-19%,15%,-5,-21%,2%,23%
CCC(CC)C(=O)Nc1ccc(OCc2cc(=O)n3ccc(C)cc3n2)cc1,-9%,.,.,-1%,-18%,-1,20%,.,12%
CCOc1ccc(N/C(C)=C\C(=O)c2ccc3c(c2)OCCO3)cc1,-8%,8,10%,-22%,-2%,2,-39%,-7%,?
COC(=O)C1C(=O)N(S(=O)(=O)c2ccc([N+](=O)[O-])cc2)c2ccccc21 (stereo not given),-4%,7,.,-7%,18%,2,-12%,?,9%
CC(C)NC(=O)C1(C)CN(S(C)(=O)=O)CC(=O)N1CCOc1ccccc1 (stereo not given),0%,5,.,-3%,15%,0,-10%,-5%,5%
CC(C)=CCCC1(C)C=Cc2c(ccc3c2[nH]c2cc(O)c(C)cc23)O1 (stereo not given),?,2,-4%,?,-33%[inhibitor],1,i,-43%[inhibitor],?
COc1ccc2c(c1)c(C(=O)CN1CCC3(CC1)OCCO3)c(C)n2C,-6%,-8,4%,0%,4%,-5,-15%[57.5 µM],6%,1%
COc1cc2cc(CN(Cc3cccnc3)C(=O)Nc3ccccc3F)c(=O)[nH]c2cc1OC,0%,30,6%,0%,11%,7,-25%,3%,2%
Cc1cc(-c2n[nH]c(=S)n2/N=C/C=C/c2ccccc2)n[nH]1,-2%,?,-5%,?,11%,-7,-11%,-4%,12%
Cc1cc(-n2nnc3ccccc32)nc2ccccc12,31%,-16,14%,0%,12%,-14,-23%[57.5 µM],-2%,77%[activator]
Cn1nnc2c(NCc3ccco3)nccc21,0%,8,-1%,-20%,16%,2,i,-12%,23%
CCC(=O)c1ccc(OCC(=O)OCC(=O)Nc2cccc(S(=O)(=O)N3CCCC3)c2)cc1,-10%,-14,-3%,10%,-9%,-7,-13%,-2%,13%
COc1ccc(S(=O)(=O)N2CN3CCN(C3)C2)cc1,1%,-11,-6%,23%,-13%,-3,-40%[inhibitor],0%,13%
CCOC(=O)c1ccc(N=Nc2c(C)[nH]n(-c3ccccc3)c2=O)cc1,6%,-3,-3%,20%,21%,1,i,0%,5%
CCn1c2ccccc2c2cc(NC(=O)C(C)C)ccc21,-26%,-25,2%,?,-9%,-5,-14%,0%,?
O=C(CSc1nnc(-c2cccs2)n1-c1ccccc1)N1CCCC1,-4%,23,-8%,-11%,-15%,-1,i,6%,0%
CN1CCN(S(=O)(=O)c2ccc(NC(=S)NC(=O)C(C)(C)C)cc2)CC1,0%,-10,0%,-21%,1%,-10,?,0%,10%
Clc1ccc(CN=C2Nc3ccccc3CS2)cc1,-13%,-25,14%,?,17%,3,-3%[57.5 µM],9%,?
COc1ccc(C(=O)OCC(=O)Nc2ccc(OC)c(S(=O)(=O)N3CCCCC3)c2)cc1[N+](=O)[O-],13%,-1,1%,-5%,-25%,-4,-50%[inhibitor],1%,8%
C/C(=C(\C#N)C(=O)NC1CCCCC1)N(C)C,53%,26,16%,22%,4%,-6,i,4%,26%
CCN(c1cccc(C)c1)c1nc2ccsc2c(=O)s1,9%,-13,3%,-16%,5%,-2,-13%,-4%,?
O=C(COC(=O)c1ccncc1)c1ccc(Cl)c(Cl)c1,5%,-5,0%,7%,-19%,-8,i,-2%,3%
COCCN(C(=O)CSc1nnc(-c2ccccc2C)n1C)c1c(N)n(Cc2ccccc2)c(=O)[nH]c1=O,8%,12,1%,8%,3%,-1,i,3%,3%
CCCCN(C(=O)c1ccc(Cl)cc1)C1CC2CCC(C1)N2C (stereo not given),-15%,-18,-1%,-3%,20%,-7,-3%,7%,?
O=C(c1ccc(F)cc1)n1nc(-c2ccccc2)nc1NCc1ccc(F)cc1,-2%,.,-4%,-2%,0%,3,i,22%,-21%
CCCCC(CC(O)COCC(C)C)C(=O)NNC(=S)Nc1ccccc1 (stereo not given),4%,-1,-5%,-10%,23%,4,-36%,0%,16%
CCOC(=O)c1c(NC(=O)CC)sc(C(C)=O)c1C,-1%,5,20%,0%,17%,1,-22%,-15%,70%[activator]
CCCCCNC(=O)C(c1ccc(C(F)(F)F)cc1)n1c(=O)c(-c2ccco2)nc2ccccc21 (stereo not given),-9%,-24,.,-23%,-3%,-5,-46%[inhibitor],-2%,-16%
O=C(CSc1ncccn1)NC(=O)Cc1ccccc1,0%,-7,-1%,0%,19%,3,-1%,-11%,22%
C=CCNC(=S)Nc1ccc2nsnc2c1,16%,4,1%,0%,-5%,9,-17%,-6%,6%
O=C(OCn1nnc2ccccc2c1=O)c1ccc(N2CCOCC2)c([N+](=O)[O-])c1,1%,2,17%,-14%,?,3,i,?,69%[activator]
CC(=O)N1CCc2c(sc3c2c(=O)n(-c2ccccc2)c(=O)n3CC(=O)c2ccc(Cl)cc2)C1,-2%,.,-1%,-7%,-2%,-10,i,.,10%
CCCCc1c(O)nc2sccn2c1=O,17%,12,-2%,7%,-29%,11,-7%,1%,2%
CCOC(=O)/C=C/c1ccc2c(c1)S(=O)(=O)N(c1cccc(OC)c1)[C@H]2CC(=O)OCC,2%,0,3%,0%&-20%,-7%,-21,4%,-3%,7%
COc1cccc(/C=C/C(=O)OCC(=O)NC2CCCCCCC2)c1,-5%,19,2%,?,?,3,i,-9%,3%
O=C(CNC(=O)c1ccccc1)N=Nc1c(O)[nH]c2ccc(Br)cc12,6%,?,4%,-7%,0%,-15,0%,1%,47%[activator]
Cc1ccc(Nc2nc3nonc3[nH]c2=O)cc1,0%,31,1%,?,7%,0,-19%[57.5 µM],-8%,0%
CC(OC(=O)Cn1cnc2c1c(=O)n(C)c(=O)n2C)C(=O)NC1CCCCC1C (stereo not given),2%,23,-5%,-3%,-11%,-3,-2%,2%,0%
COc1cc(-c2nn3c(-c4cccc(C)c4)nnc3s2)cc(OC)c1OC,12%,20,27%,1%,-11%,17,-26%[57.5 µM],3%,218%[activator]
O=C(Nc1ccc(NC(=O)c2ccc(Cl)c(S(=O)(=O)N3CCOCC3)c2)cc1)c1ccccc1,1%,-5,-1%,5%,-6%,4,i,3%,-5%
CCCCOC(=O)c1ccc(NC(=O)COC(=O)CSc2nc(C)cc(C)n2)cc1,11%,22,1%,0%,2%,5,-2%,9%,0%
CC(=O)Nc1ccc(N2N=C(C)C(N=Nc3ccccc3)C2=O)cc1 (stereo not given),-5%,-16,-5%,4%,-2%,-3,i,-3%,7%
Cc1cnc2c(c1SCC(=O)NCc1ccc(F)cc1)c(=O)n(C)c(=O)n2C,1%,.,.,19%,8%,5,i,.,11%
CCOc1ccc(CNC(=O)c2cc3oc4ccccc4c3n2C)cc1,-20%&-9%,7,-17%,?,2%&2%,-3&0,?,8%,?
O=C(Cc1cccs1)Nc1ccon1,7%,-6,0%,20%,-13%,-6,-10%,-1%,0%

Compound activity from PubChem.
